D1 ag: human D1 receptor agonism; activation, % at 2 µM; 360,000 tested, 1% active; AID 504660; P21728; HEK293 T-REx D1 cells, calcium flux, agonist mode; also: 0% is about no effect
Target sequence (P21728 whole entry, looked up): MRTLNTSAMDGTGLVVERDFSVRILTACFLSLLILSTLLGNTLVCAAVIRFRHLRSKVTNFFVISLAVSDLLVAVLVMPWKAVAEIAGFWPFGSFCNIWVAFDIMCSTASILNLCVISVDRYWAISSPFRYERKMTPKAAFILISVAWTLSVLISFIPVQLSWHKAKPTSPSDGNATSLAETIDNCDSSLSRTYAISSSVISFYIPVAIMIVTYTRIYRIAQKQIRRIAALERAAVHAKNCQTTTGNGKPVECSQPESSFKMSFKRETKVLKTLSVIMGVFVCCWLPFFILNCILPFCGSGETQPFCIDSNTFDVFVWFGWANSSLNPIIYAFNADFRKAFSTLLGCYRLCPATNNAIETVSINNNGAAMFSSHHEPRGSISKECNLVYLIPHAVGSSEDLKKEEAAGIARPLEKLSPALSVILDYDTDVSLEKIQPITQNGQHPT
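Agonism was scored from calcium flux recorded over 180 s (1 read/s) after pintool compound addition, following a 10-cycle baseline. Cells were inducible force-coupled HEK293 TREx D1, plated overnight at 30 C and loaded with no-wash calcium dye.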
TRHR agonist: TRH receptor (human) agonism. activation, % at 2 µM. TRHR cells, calcium flux fluo-8, FDSS agonist mode. P34981. 360,000 tested, 0.18% active; also: 0% is about no effect
Target sequence (P34981 whole entry, looked up): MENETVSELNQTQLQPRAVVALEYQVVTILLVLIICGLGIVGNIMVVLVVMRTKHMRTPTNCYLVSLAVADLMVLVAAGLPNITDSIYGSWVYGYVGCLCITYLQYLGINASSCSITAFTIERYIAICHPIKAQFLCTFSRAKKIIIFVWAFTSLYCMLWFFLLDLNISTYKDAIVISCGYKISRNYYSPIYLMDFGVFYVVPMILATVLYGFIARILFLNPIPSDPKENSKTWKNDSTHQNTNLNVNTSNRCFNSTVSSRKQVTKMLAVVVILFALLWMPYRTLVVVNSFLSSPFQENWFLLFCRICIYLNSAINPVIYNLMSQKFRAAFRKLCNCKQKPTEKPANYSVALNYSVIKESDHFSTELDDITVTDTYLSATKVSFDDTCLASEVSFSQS
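TRHR-expressing cells, plated overnight in medium with 10% serum, were loaded with fluo-8 calcium dye at room temperature. After a 10 s baseline, library compound was pin-added and calcium release was recorded kinetically (ex 480/em 530) as agonist response.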
D2 agonist: D2 dopamine receptor (human) agonism; HEK293 T-REx D2 cells, calcium flux agonist mode; activation, % at 2 µM; 340,000 tested, 0.53% active;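 active = activation over 3 SD above normal in the single-dose calcium agonist read, cut at about 30% in these data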; also: 0% is about no effect
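Agonism is scored from calcium flux in a force-coupled, inducible HEK293 cell line expressing D2, read kinetically for 180 s after compound addition against dopamine controls.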
TRHR PAM: allosterically enhances the human TRH receptor | P34981 | TRHR cells, fluo-8 calcium fluorescence, EC20 TRH enhancement | enhancement, % at 2 µM | 360,000 tested, 0.66% active; in the data active = enhancement above about 30%; also: 0% is about no effect
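TRHR-expressing cells loaded with fluo-8 calcium dye were read kinetically (ex 480/em 530) during compound addition, then stimulated with an EC20 of TRH (10 nM final). Enhancement of the Gq-mediated intracellular calcium response was scored.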
D1 PAM: enhances dopamine response at the human D1 receptor; P21728; HEK293 TREx D1 cells, calcium flux, dopamine EC20 potentiation; 360,000 tested, 0.036% active; potentiation, % at 10 µM; AID 504651; in the data active = potentiation above about 30%; also: 0% is about no effect
D1 antag: human D1 dopamine receptor antagonism. HEK293 TREx D1 cells, calcium flux, dopamine EC80; hits give low values. activity change, negative = inhibition, % at 10 µM. 360,000 tested, 3.2% active; in the data active = activity change below about -30%; also: % is scaled to controls: 0 for no effect and ±100 for the full control effect
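Using tetracycline-induced force-coupled D1 Hek293 cells and a calcium dye, signals were followed for 180 s after compound, then for 180 s after EC80 dopamine, to detect inhibitors.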
D2 antag: D2 dopamine receptor (human) antagonism; HEK293 TREx D2 cells, calcium flux, dopamine EC80; inhibition, % at 10 µM; 340,000 tested, 2% active; AID 485344; in the data active = inhibition above about 30%; also: 0% is about no effect
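Read-out: kinetic calcium fluorescence (1 cycle/s) in inducible HEK293 T-REx D2 cells after an EC80 dopamine addition that followed 180 s compound preincubation. Loss of the dopamine response indicates antagonism.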
D2 PAM: D2 dopamine receptor (human) potentiation; HEK293 T-REx D2, calcium flux, EC20 dopamine potentiation; potentiation, % at 10 µM; 340,000 tested, 0.34% active; AID 485347;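 active = potentiation over 3 SD above the plate norm, cut at about 30% in these data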; also: 0% is about no effect
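Primary screen. Calcium kinetics in induced HEK293 T-REx D2 cells: compound pre-addition 180 s, EC20 dopamine, 180 s more.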
RXFP1 antagonist: RXFP1 (human) relaxin receptor antagonism | HEK293-RXFP1, relaxin-stimulated cAMP HTRF, 30 min; hits give low values | activity change, negative = inhibition, % at 57.5 µM | 350,000 tested, 0.59% active | Q9HBX9;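 active = activity change of -60% or lower, but not beyond a set lower limit; inconclusive = change between -60% and -40%, or beyond the set limit; inactive = change above -40%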; also: % is scaled to controls: 0 for no effect and ±100 for the full control effect
* marks the source's active call; other numbers are inactive results; ? = inconclusive; / = no result given; & = joins results of further samples. Rule as the data show it, unless noted: active = activation above about 30%; inactive = the rest.

canonical_smiles	D1 antag	TRHR agonist	D1 ag	D2 agonist	D2 PAM	RXFP1 antagonist	D2 antag	TRHR PAM	D1 PAM
Cc1ccc2ccc(C(Nc3ccccn3)c3ccccc3)c(O)c2n1 (centres undefined)	6&-14	0.5&0.3	1&1	0.5&1.3	-6&-11	-16	20	-1&1	-7&-2
Cc1n[nH]c(=O)nc1NCc1ccc(Cl)cc1	0	0.4	2	1.3	11	-2	-3	-3	-5
Cc1ccc(C)c(Cn2c(=O)n(CCC(=O)NCc3ccco3)c(=O)c3sccc32)c1	7	-1.3	-4	0.4	15	-3	-7	-1	-1
CC(=O)c1ccc(NC(=O)CN2C(=O)COc3ccc(S(=O)(=O)N4CCCC4)cc32)cc1	4	-0.8	1	0.1	-3	5	24	13	-5
COc1cc(NC(=O)CN2CCN(Cc3ccc4c(c3)OCO4)CC2)cc(OC)c1	4	-0.5	1	-0.5	-7	-17	0	6	-3
CCCc1nnc(NC(=O)c2cc(OC)cc(OC)c2)s1	9	0.3	2	0.1	-5	-14	-10	10	6
CC1CCCCN1S(=O)(=O)CCNC(=O)c1ccccc1 (centres undefined)	46	-0.1	2	1.3	-10	-1	-12	-2	-3
CCn1c(SCC(=O)NC(C)C)nnc1-c1cccs1	/	0.5	8	1.2	-6	-3	19	8	-2
O=S(=O)(c1ccc(F)c2ccccc12)N1CCCCC1	8	1.2	3	0.0	-5	4	-13	-13	5
Nc1nnc(SCC(=O)OCC(=O)NC2CCCCC2)s1	-1	-0.3	5	0.1	-2	7	-3	0	4
Cc1ccc(-c2ccc(=O)n(CC(=O)Nc3ccc(C(C)C)cc3)n2)cc1	-12	-0.6	6	-0.4	6	/	/	18	-2
COc1ccccc1CNC(=O)COC(=O)c1ccccc1SCC(=O)N1CCCC1	9	0.0	2	-0.8	-1	-12	3	-1	-7
CCCSc1ncc(Cl)c(C(=O)Nc2nc3ccc(OCC)cc3s2)n1	10	0.5	3	0.4	4	-6	/	-2	-1
COc1ccccc1C(=O)Nc1nnc(S(=O)(=O)N2CCOCC2)s1	-3	0.3	0	0.4	9	9	-7	-3	2
CCC(=O)Oc1ccc(C(CC)C(CC)c2ccc(OC(=O)CC)cc2)cc1 (centres undefined)	-24	0.0	1	-0.6	-4	/	-7	-1	6
O=C1N/C(=C/c2ccc(Br)s2)C(=O)N1c1ccccc1	-3	0.7	1	1.5	2	-9	-11	-2	-5
O=C(O)c1cc(S(=O)(=O)Nc2ccc3cn[nH]c3c2)ccc1Br	13	-0.2	1	-0.8	15	1	-28	16	-5
Cc1nn(C(C)C(=O)NCC2CCCO2)c(C)c1[N+](=O)[O-] (centres undefined)	6	0.2	2	-0.2	9	-4	26	1	-6
O=C(CCN1CCN(c2ccccc2)CC1)N/N=C/c1ccc(O)c(O)c1O	3	-0.4	2	83*	-24	-3	78*	1	8
O=C1N=C(N2CCCCC2)S/C1=C\c1cn[nH]c1-c1ccccc1	-8	0.2	1	0.2	4	-5	-5	-2	-5
COC(=O)c1cc2oc3ccccc3c2n1CC(=O)Nc1cccc(SC)c1	-8	1.1	4	0.3	-13	-14	/	-7	-4
COc1ccccc1CNC(=O)COC(=O)c1ccc(C)c(S(=O)(=O)N2CCOCC2)c1	10	-0.2	1	-0.1	-3	0	-21	1	-4
Cc1ccc(-n2c(SCC(=O)N3CCCc4ccccc43)nc3c([nH]c4ccccc43)c2=O)cc1	-1	0.3	1	-9.0	-3	8	/	0	-4
CCC(N)C12CC3CC(CC(O)(C3)C1)C2 (centres undefined)	10	0.3	-2	0.0	-2	-18	2	-1	-7
CCOC(=O)c1sc(NC(=O)CSc2nnc(C(C)C)n2C)nc1C	-3	0.2	2	0.7	-8	-19	-10	8	1

The list goes on:
canonical_smiles	D1 antag	TRHR agonist	D1 ag	D2 agonist	D2 PAM	RXFP1 antagonist	D2 antag	TRHR PAM	D1 PAM
CCC(=O)N1CCN(c2ccc(Cl)cc2NC(=O)Cc2ccc(Cl)cc2)CC1	-7	-0.9	4	-1.4	13	-7	-15	8	-1
COCCNC(=S)N/N=C(\C)c1ccccc1O	-11	-0.2	0	-0.8	-14	-8	-33	10	-2
CCCCN(C(=O)/C=C/c1ccc(OCC(C)C)c(OCC)c1)c1c(N)n(CCC)c(=O)[nH]c1=O	-16	0.5	8	-0.7	-9	3	-6	2	-2
COc1ccccc1OCCC(=O)OCC(=O)Nc1ccc(S(=O)(=O)N2CCOCC2)cc1	10	0.9	1	/	/	-2	/	-3	0
Clc1ccc(-c2nnc(CNC3CC3)o2)cc1	-4	-1.3	2	1.9	-5	-9	-7	-1	0
Cc1cc(C)c(S(C)(=O)=O)c(N(C)N)n1	-2	0.2	7	1.2	0	0	-8	-2	1
Cc1ccc(OCC(=O)Nc2ccc(NC(=O)c3cccs3)cc2)c(C)c1	5	1.0	3	-0.6	6	-4	9	-5	5
CCOC(=O)C1CCN(c2ncnc3c2cnn3-c2ccc(OC)cc2)CC1	8	-0.4	2	1.2	-9	6	-17	-2	-7
CSc1nc2ccc3nc(NC(=O)C4COc5ccccc5O4)sc3c2s1 (centres undefined)	2	0.1	-3	-0.1	-8	/	-17	2	8
CCCOc1ccc(-c2c(C(=O)N/N=C/c3ccsc3)nnn2-c2nonc2N)cc1	13	0.5	3	-0.4	6	2	10	5	-2
COc1cccc(C=Nc2cc(C)on2)c1O	4	0.5	2	-1.4	-5	-1	16	17	-3
CN(C)c1ccc(S(=O)(=O)N2CCCCC2)cc1NC(=O)CCNC(=O)c1ccco1	3	0.1	0	/	/	3	/	-1	1
O=C(O)c1c(NC(=O)N2CCOCC2)sc2c1CCCC2	10	0.1	1	0.1	-3	-2	-8	2	-1
O=C(NCCCN1CCCC1=O)c1ccccc1NS(=O)(=O)c1ccc(F)cc1	-5	-0.1	3	-0.3	7	7	0	-6	-5
O=C1C2C3CCCC3=C3CCCC3C2C(=O)N1c1ccccc1 (centres undefined)	1	-0.7	3	0.8	-2	-9	-10	9	-2
CC(C)Cc1nnc(NC(=O)CCC(=O)N2CCN(c3ccc([N+](=O)[O-])cc3)CC2)s1	0	-0.4	0	0.1	-1	?	7	-1	-6
Cc1ccc(Nc2nc(Oc3ccc(=O)[nH]n3)nc(N(C)C)n2)cc1	5	-0.3	4	0.6	-11	-4	17	3	-2
O=C(CCNC(=O)N1CC(=O)Nc2ccccc21)Nc1ccc(F)c(Cl)c1	24	-0.1	0	-2.2	-19	-1	-3	2	-1
CN(c1ccc(C(=O)N2CCN(c3ccc(F)cc3)CC2)cc1)S(C)(=O)=O	0	1.0	-1	-1.5	-5	0	-5	56*	-5
CCOC(=O)CN(C(=O)CNC(=O)c1ccco1)C(C(=O)NC1CCCCC1)c1cccs1 (centres undefined)	-16	-0.1	6	0.2	2	-3	-13	9	-9
CC(C)Oc1ccc(S(=O)(=O)N2CCOCC2)cc1NC(=O)C1CCCC1	-1	-1.8	1	-0.7	-11	3	-5	-13	1
Cc1ccc(/C=N/NC(=O)c2nnn(-c3nonc3N)c2-c2ccccc2)o1	-15	-0.2	34*	0.2	16	-11	-8	5	-4
O=C1CN(C(=O)c2ccc(S(=O)(=O)N3CCCCC3)cc2)C(c2ccc(F)cc2)c2cc(F)ccc2N1 (centres undefined)	11	1.2	5	1.4	3	-18	/	-11	0
COc1ccc(N(CC(=O)N2CCN(c3cccc(Cl)c3)CC2)S(=O)(=O)c2c(C)noc2C)cc1	10&-10	0.6&1.1	6&3	1.1&0.6	8&3	-13	20	0&22	1&-1
COc1ccc(N2CCN(C(=O)Nc3ccc(Cl)cc3)CC2)cc1	-11	1.5	13	1.2	-12	-18	/	6	-7

Next records follow.
canonical_smiles	D1 antag	TRHR agonist	D1 ag	D2 agonist	D2 PAM	RXFP1 antagonist	D2 antag	TRHR PAM	D1 PAM
COc1ccc(CCNC(=O)c2ccc(N(C)S(=O)(=O)c3ccc(C)cc3)cc2)cc1	-5	0.5	10	0.3	2	3	-25	2	-1
CCOc1cc(C(C(=O)NCC2CCCO2)N(C(=O)Cn2nnc3ccccc32)c2ccccc2OC)ccc1O (centres undefined)	0	0.9	-4	0.2	-11	-8	-17	-1	9
c1ccc2c(-c3nc(-c4ccncc4)no3)cccc2c1	-5	-0.5	1	/	/	-26	/	3	1
Cc1ccc(C(=O)CCCn2nnc(-c3cccnc3)n2)cc1C	8	-0.6	2	0.8	6	-5	-9	1	-6
Cc1cc(C(=O)c2ccc(Cl)cc2)c(NC(=O)CCl)s1	-12	-0.1	3	-1.5	-3	-20	-2	2	-2
CC(=O)Nc1ccc(C(=O)Nc2nnc(CCc3ccccc3)s2)cc1	4	1.0	5	1.0	-2	-12	2	4	-1
CC(C)(Oc1ccc(Cl)cc1)C(=O)NCCN1C(=O)S/C(=C/c2cccnc2)C1=O	-12	0.2	2	4.7	-8	-26	-9	-2	-2
Cc1c(-c2nc(-c3ccc4c(c3)OCO4)no2)nnn1-c1cccc(C(F)(F)F)c1	-10	-0.3	2	/	-3	2	/	7	-3
COc1ccc(N2C(=O)Cc3c2nc(N)c(C#N)c3N)cc1	5	0.3	2	0.0	2	-3	-7	0	-3
O=C1CCCC(=O)C1C1c2ccccc2CCN1C(=O)CCl (centres undefined)	1	0.3	1	1.4	8	18	-3	1	-5
COc1ccc(S(=O)(=O)N(C)C)cc1NS(=O)(=O)c1ccc(F)c(F)c1F	-9	-0.3	2	-0.7	-4	-1	5	-2	1
O=C(c1ccco1)[C@@H]1[C@@H]2C(=O)N(c3ccccc3)C(=O)[C@@H]2C2c3ccccc3C=CN21 (some centres undefined)	10	1.0	3	0.4	10	-11	2	-5	-7
Cc1ccc(-c2cc(C(=O)NCCCN3CCOCC3)c3ccccc3n2)cc1C	7	-1.8	8	-2.5	6	-2	-6	5	1
CC1CCc2nc(N)c(C#N)c(-c3cccnc3)c2C1 (centres undefined)	9	-0.7	1	-0.2	-8	/	-9	-5	0
O=[N+]([O-])/C(C(Cl)=C(Cl)Cl)=C(\Sc1ccccc1)N1CCCCC1	-4	0.1	1	-0.1	2	5	7	-1	-2

Not a retest: an excerpt of the list.
canonical_smiles	D1 antag	TRHR agonist	D1 ag	D2 agonist	D2 PAM	RXFP1 antagonist	D2 antag	TRHR PAM	D1 PAM
COc1ccc(CCNC(=O)c2ccc(N(C)S(=O)(=O)c3ccc(C)cc3)cc2)cc1	-5	0.5	10	0.3	2	3	-25	2	-1
CCOc1cc(C(C(=O)NCC2CCCO2)N(C(=O)Cn2nnc3ccccc32)c2ccccc2OC)ccc1O (centres undefined)	0	0.9	-4	0.2	-11	-8	-17	-1	9
c1ccc2c(-c3nc(-c4ccncc4)no3)cccc2c1	-5	-0.5	1	/	/	-26	/	3	1
Cc1ccc(C(=O)CCCn2nnc(-c3cccnc3)n2)cc1C	8	-0.6	2	0.8	6	-5	-9	1	-6
Cc1cc(C(=O)c2ccc(Cl)cc2)c(NC(=O)CCl)s1	-12	-0.1	3	-1.5	-3	-20	-2	2	-2

Assay outcomes: PubChem, National Center for Advancing Translational Sciences (NCATS)

Compounds as they come; overall some 7.1% were active at least once.
